# NOD2 inhibition = NOD2 signaling inhibitors, cell-based, luminescence, uHTS, HEK293 (AID 1566). HEK293 NOD2/NF-kB luciferase reporter, luminescence; higher % means a stronger effect. 290,000 compounds, 0.63% hits. inhibition, % at 4 µM, or EC50 in µM where a hit was titrated; also: many of its hits are not listed in these tables
# Salmonella PhoP GFP = PhoP-dependent GFP reporter repression – Salmonella Typhimurium, primary screen (AID 1863); inhibition, % at 50 µM, or IC50 in µM where a hit was titrated; S. Typhimurium PhoP-regulated promoter GFP reporter, 4 h; higher % means a stronger effect; 300,000 compounds, 0.16% hits;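 active = inhibition over 29.93%, a cutoff 3 SD above the screen mean, later confirmed by dose response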;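 also: 0% = low Mg2+ inducing control and 100% = high Mg2+ repressing control; strong numbers were not always called active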
# HIV peptide binding = cell-free HIV fusion peptide-binding blockers – biochemical, uHTS, fluorescence dequenching, primary screen (AID 1986); cell-free peptide binding, fluorescence dequenching, 30 min; higher % means a stronger effect; one-dose inhibition, % at 20 µM; IC50 in µM for titrated hits; 290,000 compounds, 0.3% hits; in the data active = inhibition mostly above about 52%, no sharp cut-off; inactive = mostly below about 76%; also: some results filed as inactive read as strong as hits
# KOR beta-arrestin-1 = kappa opioid receptor blockers – cell-based, luminescence, uHTS (AID 1778); KOR beta-arrestin recruitment, luminescence, antagonist mode; higher % means a stronger effect; inhibition, % at 10 µM, or IC50 in µM where a hit was titrated; 290,000 compounds, 0.091% hits; also: strong numbers were not always called active
# LYP inhibition = inhibitors of LYP phosphatase, biochemical, fluorescence intensity, uHTS (AID 1779) | recombinant LYP phosphatase, fluorescence intensity; higher % means a stronger effect | inhibition, % at 11.5 µM, or IC50 in µM where a hit was titrated | 290,000 compounds, 0.054% hits;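 also: plate controls were vehicle with enzyme for no effect and no enzyme for full effect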
# KOR beta-arrestin-2 = KOR agonists, beta-arrestin recruitment, primary screen, cell-based, luminescence, uHTS (AID 1777) | KOR beta-arrestin recruitment, luminescence; higher % means a stronger effect | activation, % at 10 µM; hits with a dose series show EC50 in µM | 280,000 compounds, 0.02% hits; in the data active = activation above about 50%, passing the limit was not always enough; also: a part of the inactive calls stands beside numbers as strong as those of hits
# SIAH1 antagonists = blockers of Siah-1 interaction with plectin peptide – biochemical, fluorescence polarization, rhodamine-plectin, uHTS, primary screen (AID 1817); Siah-1 / rhodamine-plectin peptide fluorescence polarization; higher % means a stronger effect; displacement, % at 20 µM, or IC50 in µM where a hit was titrated; 290,000 compounds, 0.02% hits;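 active = displacement of at least 50% at 20 µM, with a fluorescence ratio check between 0.3 and a set limit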;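 also: plate controls were Siah plus tracer with DMSO for no effect and tracer alone without Siah for full effect; strong numbers were not always called active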
# NOD1 NF-kB reporter = inhibition of NOD1-driven NF-kB reporter – cell-based, luminescence, uHTS, primary screen (AID 1578); NOD1-driven NF-kB luciferase reporter cells, luminescence; higher % means a stronger effect; 290,000 compounds, 1% hits; inhibition, % at 4 µM, or EC50 in µM where a hit was titrated; in the data active = inhibition mostly above about 36%, no sharp cut-off; inactive = mostly below about 34%;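 also: HEK-293T reporter cells stimulated with the NOD1 agonist gamma-tri-DAP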
# Myeloid diff 2 = promotes myeloid progenitor differentiation; calls only at 10 µM; ER-HoxA9 myeloid progenitors, lysozyme-GFP differentiation, flow cytometry; AID 624256; 360,000 compounds, 1% hits;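 active = normalized GFP-positive differentiation at or above the plate's own cutoff, the solvent-only control mean plus 3 SD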;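 also: cells exposed to compound for four days before flow analysis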
# Myeloid diff 2 GFP+ MAC1+ % = further read-out of Myeloid diff 2, marked with its call; GFP+ MAC1+ double positive, %; measured here: differentiation confirmed by MAC1 staining
# Active calls of the source: *; i = inactive; nt = no result given; [ ] = dose if it differs, or a comment. Rule as the data show it, unless noted: active = inhibition above about 50%; inactive = the rest. This is a subset. The share of hits here may be higher or lower than overall.
# Start of the data: the first seven compounds as a preview:
SMILES,NOD2 inhibition,Salmonella PhoP GFP,HIV peptide binding,KOR beta-arrestin-1,LYP inhibition,KOR beta-arrestin-2,SIAH1 antagonists,NOD1 NF-kB reporter,Myeloid diff 2,Myeloid diff 2 GFP+ MAC1+ %
CCc1ccc2c(c1)cc(CN(C(=S)Nc1ccccc1)C1CC1)c1nnnn12,5%,-10%,-2.3%,-62%,-2%,-0.7%,-8%,37%,i,0.9
O=S(=O)(c1ccc(N2CCOCC2)nc1)N(Cc1ccccn1)Cc1ccccn1,16%,-6%,-1.1%,9%,-6%,-4.3%,4%,-1%,i,0.5
COc1ccc(C)cc1NC(=O)CSc1nnc(COc2ccccc2)n1Cc1ccco1,-8%,5%,0.3%,-26%,6%,7.5%,0%,-1%,i,1.3
CCOC(=O)c1sc(NC(=O)C(CC)Sc2nnc3c4ccccc4n(C(C)C)c3n2)nc1C (stereo not given),-10%,4%,-2.8%,-2%,12%,-8.8%,1%,3%,i,3.1
O=C1c2ccsc2SCCN1Cc1ccc(Cl)cc1,1%,-6%,0.9%,13%,-3%,-4.7%,10%,-9%,i,0.6
CCn1c(CN2CCN(C(c3ccccc3)c3ccccc3)CC2)nc2c1c(=O)n(C)c(=O)n2C,-7%,-2%,-1.0%,10%,-2%,1.4%,-1%,3%,i,1.1
CC(Cc1nnc(N)s1)c1ccccc1 (stereo not given),9%,3%,-2.9%,6%,-10%,-1.7%,3%,-6%,i,0.7

# The list itself, repeating the preview:
SMILES,NOD2 inhibition,Salmonella PhoP GFP,HIV peptide binding,KOR beta-arrestin-1,LYP inhibition,KOR beta-arrestin-2,SIAH1 antagonists,NOD1 NF-kB reporter,Myeloid diff 2,Myeloid diff 2 GFP+ MAC1+ %
CCc1ccc2c(c1)cc(CN(C(=S)Nc1ccccc1)C1CC1)c1nnnn12,5%,-10%,-2.3%,-62%,-2%,-0.7%,-8%,37%,i,0.9
O=S(=O)(c1ccc(N2CCOCC2)nc1)N(Cc1ccccn1)Cc1ccccn1,16%,-6%,-1.1%,9%,-6%,-4.3%,4%,-1%,i,0.5
COc1ccc(C)cc1NC(=O)CSc1nnc(COc2ccccc2)n1Cc1ccco1,-8%,5%,0.3%,-26%,6%,7.5%,0%,-1%,i,1.3
CCOC(=O)c1sc(NC(=O)C(CC)Sc2nnc3c4ccccc4n(C(C)C)c3n2)nc1C (stereo not given),-10%,4%,-2.8%,-2%,12%,-8.8%,1%,3%,i,3.1
O=C1c2ccsc2SCCN1Cc1ccc(Cl)cc1,1%,-6%,0.9%,13%,-3%,-4.7%,10%,-9%,i,0.6
CCn1c(CN2CCN(C(c3ccccc3)c3ccccc3)CC2)nc2c1c(=O)n(C)c(=O)n2C,-7%,-2%,-1.0%,10%,-2%,1.4%,-1%,3%,i,1.1
CC(Cc1nnc(N)s1)c1ccccc1 (stereo not given),9%,3%,-2.9%,6%,-10%,-1.7%,3%,-6%,i,0.7
CCN(CC)CCN(Cc1cc2ccc(C)cc2[nH]c1=O)C(=O)NC1CCCCC1,21%,7%,1.9%,-34%[20 µM],-9%,nt,-5%,-28%,i,0.3
O=C1C(=O)N(CCCN2CCOCC2)C(c2ccc(Cl)cc2)/C1=C(\O)c1ccc2c(c1)OCCO2 (stereo not given),17%,-6%,0.7%,-18%,-10%,10%,-2%,-5%,i,2.1
C=CCn1c(COc2cccc3ccc(C)nc23)nnc1SCC(N)=O,10%,-6%,-1.2%,18%,-10%,-4.5%,0%,nt,i,0.6
Cn1c(=O)c2c(ncn2CC(O)CNc2ccc(F)cc2)n(C)c1=O (stereo not given),-11%,-14%,-1.1%,-18%,-4%,1.6%,-3%,2%,i,0.6
CCOC(=O)Cn1c(=O)oc2cc(S(=O)(=O)N(C)c3cccc(C)c3)ccc21,17%,-8%,-0.5%,18%,-1%,-1.7%,5%,2%,i,0.3
O=C(CSc1nc2[nH]c(=O)cc(O)c2s1)Nc1cc(Cl)cc(Cl)c1,-1%,-9%,48%,-10%,1%,-4.2%,3%,-36%,i,0.4
CC(C)(O)[C@H]1Cc2cc3ccc(=O)oc3cc2O1,-30%,15%,-0.9%,-21%,-16%,-1.4%,-3%,-5%,i,0.7
O=C(NC1CC2CCCC(C1)N2C(=S)Nc1ccccc1)C1CC1 (stereo not given),2%,6%,-1.7%,6%,-12%,-3.5%,0%,-20%,i,0.2

# The list goes on; it opens with the two that closed the last part.
SMILES,NOD2 inhibition,Salmonella PhoP GFP,HIV peptide binding,KOR beta-arrestin-1,LYP inhibition,KOR beta-arrestin-2,SIAH1 antagonists,NOD1 NF-kB reporter,Myeloid diff 2,Myeloid diff 2 GFP+ MAC1+ %
CC(C)(O)[C@H]1Cc2cc3ccc(=O)oc3cc2O1,-30%,15%,-0.9%,-21%,-16%,-1.4%,-3%,-5%,i,0.7
O=C(NC1CC2CCCC(C1)N2C(=S)Nc1ccccc1)C1CC1 (stereo not given),2%,6%,-1.7%,6%,-12%,-3.5%,0%,-20%,i,0.2
CN(C)S(=O)(=O)c1cccc(NC(=O)COC(=O)C2(c3ccccc3F)CCCC2)c1,-40%,14%,-1.4%,0%,-1%,3.7%,-2%,0%,i,0.2
Cc1cc(C)cc(C(=O)OCC(=O)NCCNC(=O)COC(=O)c2cc(C)cc(C)c2)c1,-7%,1%,2.9%,-21%,-8%,1.0%,0%,-23%,i,1.8
CCN1CCN(C(=O)Cn2cnc3sc(C)c(S(=O)(=O)N4CCN(c5ncccn5)CC4)c3c2=O)CC1,8%,6%,0.9%,2%,-4%,2.3%,6%,-19%,i,0.1
COc1ccc2nc(NC(=O)CSc3nnnn3C3CCCCC3)sc2c1,11%,-3%,1.8%,-8%,7%,4.4%,-1%,-18%,i,4.7
Cc1c(Br)c([N+](=O)[O-])nn1CC(=O)Nc1ccccn1,-2%,-6%,0.3%,-6%,7%,-4.9%,0%,-27%,i,0.6
CCOC(=O)C1=NNC2(c3ccc(C)cc3)C(=O)N(c3ccccc3)C(=O)C12 (stereo not given),9%,-9%,1.2%,2%,-6%,-3.8%,4%,-2%,i,0.8
CS(=O)(=O)N(CC(O)Cn1c2ccccc2c2ccccc21)c1ccccc1 (stereo not given),-3%,-7%,22%,-18%,-2%,7.3%,-2%,-3%,i,1.0
O=C(CCN1C(=O)/C(=C\C=C\c2ccccc2)SC1=S)Nc1ccc(C(=O)O)cc1,-142%,-6%,68%,13%,1%,3.5%,-1%,-15%,i,1.4
Cc1cccc(NC(=O)c2ccc(N3C(=O)C4CCCCC4C3=O)cc2)c1C (stereo not given),12%,4%,-0.8%,28%,-6%,0.3%,1%,-16%,i,0.6
COc1ccc(OCC(=O)Nc2ccc3c(c2)nc2n3CCSC2)cc1,10%,-4%,-1.2%,-21%,-2%,-2.2%,10%,-23%,i,1.0
C=CCNC(=O)c1ccc(S(=O)(=O)CC)c(Cl)c1Cl,-4%,-3%,1.2%,-12%,2%,0.7%,-4%,-9%,i,0.3
Cc1ccccc1NC(=O)CSc1nnc(NC(=O)c2ccco2)s1,-14%,0%,0.8%,9%,-2%,1.4%,10%,-12%,i,0.5
Clc1cc(Br)ccc1OCCn1ccnc1,11%,35%,1.4%,-33%,-12%,-0.7%,6%,-7%,i,0.9
CCCCN1C2=NCCCN2c2ccccc21,20%,7%,-2.5%,7%,0%,-2.0%,4%,8%,i,5.2
N#Cc1c(-c2ccco2)cc(C2CC2)nc1N,14%,7%,-1.2%,20%,-14%,0.6%,-1%,20%,i,3.1
CS(=O)(=O)N1N=C(c2ccc(Cl)cc2)CC1c1cccs1 (stereo not given),-28%,6%,32%,-12%,-7%,-6.2%,-4%,-26%,i,0.2
CC(C)(C)OC(=O)NCCCC[C@H](NC(=O)c1nc[nH]c1C(=O)NCc1ccc(CNC(=O)OC(C)(C)C)cc1)C(=O)OC(C)(C)C,-14%,2%,3.0%,12%[20 µM],13%,4.5%,-1%,12%,i,1.9
Cc1[nH]nc(SCC(=O)N2CCCC2)c1[N+](=O)[O-],-17%,-2%,3.3%,-38%,-8%,5.8%,-9%,-18%,i,0.2
CCOc1ncccc1C(=O)OCC(=O)c1cccs1,4%,11%,0.2%,10%,-6%,-2.0%,-2%,-4%,i,10
CCCCC(c1nnnn1CCOC)N1CCN(c2cccc(OC)c2)CC1 (stereo not given),1%,-19%,1.5%,-16%,-1%,-10%,5%,19%,i,0.3
Fc1cccc(Cl)c1Cn1nnc(-c2ccc(N3CCOCC3)cc2)n1,-7%,-15%,-0.9%,19%,4%,-4.3%,9%,-33%,i,0.3
O=C(NNc1cc(Br)c(O)c(Br)c1)c1ccccc1,-18%,1%,16%,-13%,-6%,-3.9%,-7%,3%,i,1.9
CCC1=Nc2cc(C(=O)NCCCOC(C)C)ccc2Sc2ccccc21,-9%,0%,1.1%,-17%,8%,7.1%,3%,-2%,i,1.0
CC1C/C=C/C=C/C=C/C=C/C(O[C@@H]2O[C@H](C)[C@@H](O)[C@H](N)[C@@H]2O)CC2OC(O)(CC(O)CC3OC3/C=C/C(=O)O1)CC(O)C2C(=O)O (stereo not given in full),16%,2%,10%,-11%,-8%,-3.2%,5%,-32%,nt,nt
COc1ccc(N2CCN(C(=O)CSc3nc4cc(OC)c(OC)cc4cc3C#N)CC2)cc1,8%,nt,-0.4%,12%,-15%,14%,10%,-20%,i,1.5
COc1ccc2oc(=O)c(/C(C)=N/Nc3ccccc3)cc2c1,-2%,-2%,2.4%,-12%,-4%,-4.3%,12%,-36%,i,0.4
COc1ccc(/C=C(/NC(=O)c2ccc(OC)c(OC)c2)C(=O)NCCCn2ccnc2)cc1,-3%,17%,0.9%,0%,-9%,-0.9%,11%,-18%,i,6.9
COC(=O)c1cc2c(=O)n3ccccc3nc2n(C)c1=N,5%,nt,10%,-39%,-26%,-5.6%,-4%,-27%,nt,nt
CSc1ccc(Cn2nnc(C(=O)NCc3ccccc3)c2N)cc1,4%,-3%,2.1%,-23%,7%,21%,3%,-21%,i,1.2
C=CCn1c(=O)c2ccccc2n2c(SCC(N)=O)nnc12,3%,-7%,-0.4%,-18%,-5%,7.4%,-1%,-9%,i,0.5
Cc1cc(NC(=O)C2CCCN(S(=O)(=O)c3c(C)noc3C)C2)n[nH]1 (stereo not given),0%,-6%,16%,24%,-9%,-2.7%,-2%,0%,i,1.0
O=C(Nc1nnc(SCC(=O)N2CCCCC2)s1)c1ccc(F)cc1F,-7%,-9%,1.4%,-53%,-8%,1.5%,6%,-27%,nt,nt
CCCCN1C(=O)NC(NC(=O)c2ccco2)(C(F)(F)F)C1=O (stereo not given),-2%,-4%,1.6%,-12%,3%,1.0%,1%,0%,i,2.1
